Kir21 inh – Kir2.1 (mouse) channel inhibition; actives 0.85% (n = 310,000); AID 1672; B-score at 10 µM; HEK293-Kir2.1, FluxOR thallium flux fluorescence; active compounds read low; P35561;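 active means fluorescence ratio B-score at or below minus 3 SD of library scores, with starting-brightness B-score within 2 SD, cut at about -4.2 in these data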;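 further: channel flux triggered by added potassium and thallium sulfate stimulus; B-score of peak minus minimum fluorescence over baseline after thallium stimulus; more negative B-score means stronger Kir2.1 block with less thallium influx; some compounds called inactive have numbers as strong as hits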
Target sequence (P35561 whole entry, looked up): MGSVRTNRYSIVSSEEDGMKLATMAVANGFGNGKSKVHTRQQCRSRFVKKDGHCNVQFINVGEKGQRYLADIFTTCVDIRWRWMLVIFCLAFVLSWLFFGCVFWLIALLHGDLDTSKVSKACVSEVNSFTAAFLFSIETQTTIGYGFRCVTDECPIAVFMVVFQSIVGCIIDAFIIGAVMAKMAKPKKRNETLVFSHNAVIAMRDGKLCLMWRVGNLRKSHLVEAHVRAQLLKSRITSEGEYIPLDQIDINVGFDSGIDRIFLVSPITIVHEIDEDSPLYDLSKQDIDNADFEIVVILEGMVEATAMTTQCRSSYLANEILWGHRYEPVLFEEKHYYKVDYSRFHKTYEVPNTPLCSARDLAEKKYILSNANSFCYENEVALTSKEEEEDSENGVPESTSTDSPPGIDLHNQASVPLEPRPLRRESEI
CHT block – inhibitors of human choline transporter CHT. CHT-expressing cells, membrane potential dye, choline response; active compounds read low. B-score at 10 µM. actives 0.86% (n = 310,000). AID 488975;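 active means B-score over 3 SD under the library average, and starting fluorescence ratio not unusually high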;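 further: choline stimulus applied at its EC90 after an EC20 pre-addition; B-score computed on integrated fluorescence ratio after choline addition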
Target sequence (Q9GZV3 whole entry, looked up): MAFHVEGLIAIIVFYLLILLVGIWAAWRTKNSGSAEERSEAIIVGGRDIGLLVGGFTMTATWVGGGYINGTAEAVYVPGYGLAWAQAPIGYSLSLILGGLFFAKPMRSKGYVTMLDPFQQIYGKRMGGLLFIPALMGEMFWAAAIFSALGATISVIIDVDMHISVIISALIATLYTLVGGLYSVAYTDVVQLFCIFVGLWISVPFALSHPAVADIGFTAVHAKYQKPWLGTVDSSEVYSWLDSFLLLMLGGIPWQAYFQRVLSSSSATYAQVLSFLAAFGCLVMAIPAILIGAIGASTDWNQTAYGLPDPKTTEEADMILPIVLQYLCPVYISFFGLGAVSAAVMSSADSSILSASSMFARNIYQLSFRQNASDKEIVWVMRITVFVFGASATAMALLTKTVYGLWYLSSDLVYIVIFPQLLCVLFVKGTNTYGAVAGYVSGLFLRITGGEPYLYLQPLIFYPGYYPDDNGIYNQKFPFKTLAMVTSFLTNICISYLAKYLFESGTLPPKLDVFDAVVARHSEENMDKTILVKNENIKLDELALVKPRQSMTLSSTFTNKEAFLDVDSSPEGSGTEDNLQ
* = called active by the depositor; i = inactive; nt = no result given. Compounds as they come; 1.6% or so of the library scored in one or more.

smiles,Kir21 inh,CHT block
Oc1ccc(-c2nccc(-c3ccc(Cl)cc3)n2)cc1,-1.3,i
Cc1ccc(NC(=O)C2CC(=O)n3ncnc3N2)cc1C (stereo not given),-0.99,i
O=C(O)c1ccccc1C(=O)c1ccc(N2CCCC2)c([N+](=O)[O-])c1,-0.09,i
NCCCCCC(=O)N/N=C/c1ccc2nccnc2c1,0.36,i
COC(=O)CN(n1cnnc1)S(=O)(=O)c1ccccc1,0.46,i
CCc1ccc(OCC(=O)NC(C)(C)C)cc1,-1.4,i
CC1(C)CC(=O)C2=C(C1)OC(N)=C(C#N)C2c1cc2c(cc1[N+](=O)[O-])OCO2 (stereo not given),-11,i
NS(=O)(=O)c1ccc(NC(=O)Nc2ccc(C(F)(F)F)cc2)cc1,2.2,i
COc1cc2cc(CN(Cc3cccnc3)C(=O)NCc3ccccc3)c(=O)[nH]c2cc1OC,-0.01,i
O=C(Nc1ccc(Br)cc1Cl)NC1CC1,-0.78,i
O=C(NCc1cn2ccccc2n1)c1ccccc1,1.2,i
O=C(Cn1c2ccccc2c2nc3n(c(=O)c21)CCCS3)Nc1ccccc1,1.4,i
COc1ccc(N(CC(=O)Nc2cc(Cl)ccc2OC)S(=O)(=O)c2c(C)noc2C)cc1,-2.7,i
CCOC(=O)c1[nH]c(C)c(C(=O)Nc2ccc(C)c(C)c2)c1C,-0.23,i
Cc1cc(-c2cccc(Br)c2)c(C#N)c(N)n1,1.7,i
CCN(CC)CCSc1nnc2c3ccccc3n(CCc3ccccc3)c2n1,-1.2,i
CCC1CCCCN1C(=O)c1cc(COc2ccc3ncccc3c2)on1 (stereo not given),-1.5,i
CN(Cc1ccc(F)cc1)C(=O)CNC(=O)C1CCCCC1,-0.8,i
CCCc1nc(-c2ccc(-c3ccc(F)cc3)cc2)no1,2.3,i
Cc1ccc(N(C(=O)CCC(=O)Nc2ccccn2)C(C(=O)NC(C)C)c2ccc(F)cc2)cc1 (stereo not given),0.07,i
O=C(CNc1cccc([N+](=O)[O-])c1)NCCCc1ccccc1,-2.2,i
COc1ccccc1CN1C(=NC(=O)C2CCCCC2)SC2CS(=O)(=O)CC21 (stereo not given),2.4,i
CN=c1scc(C)n1/N=C/c1cc(Br)c(O)c(Br)c1,0.83,i
CCOC(=O)N1CCN(C(=S)Nc2cc(OC)c(OC)cc2C(=O)OC)CC1,0.06,i

Copied from the list:
CCOC(=O)N1CCN(C(=S)Nc2cc(OC)c(OC)cc2C(=O)OC)CC1 in Kir21 inh has 0.06
NCCCCCC(=O)N/N=C/c1ccc2nccnc2c1 in Kir21 inh has 0.36
COc1ccccc1CN1C(=NC(=O)C2CCCCC2)SC2CS(=O)(=O)CC21 (stereo not given) in Kir21 inh has 2.4
CCc1ccc(OCC(=O)NC(C)(C)C)cc1 in Kir21 inh has -1.4

(more compounds)
smiles,Kir21 inh,CHT block
N=C1C(c2nc3ccccc3s2)=C(O)CN1NC(=O)c1ccco1,0.09,i
Cn1cnc([N+](=O)[O-])c1Oc1ccc2ccccc2c1,-0.03,i
O=C(NCc1nnnn1-c1ccc(F)cc1)c1ccc([N+](=O)[O-])o1,-2.5,i
CCC(=O)Nc1c2c(nn1-c1ccc(OC)cc1)CS(=O)C2 (stereo not given),1.5,i
Oc1cccc(Nc2ncnc3ccccc23)c1,0.11,i
Cc1c(CN(C)C(=O)c2nn(C)cc2[N+](=O)[O-])cnn1C,-2.2,i
Cc1cc(C(F)(F)F)nn1CC(=O)N(C)c1ccccc1,0.76,i
COc1ccc(CNC(=O)CN2C(=O)NC(C)(c3ccc(Cl)cc3)C2=O)cc1 (stereo not given),0.24,i
COc1ccc(NC(=O)C(=S)NC2CCCCC2)cc1,0.99,i
Cc1ccc2c(c1)N(C(=O)CCC(=O)NCc1cccnc1)CC(C)O2 (stereo not given),-0.73,i
Cc1ccc(C2=NOC3(CC(=O)N(c4ccccc4)C3=O)C2)cc1 (stereo not given),-1.3,i
CC(=O)c1ccc(NC(=O)CC(C)S(=O)(=O)c2ccc3c(c2)CCN3C(C)=O)cc1 (stereo not given),0.38,i
CC(C)Cc1ccc(C(C)C(=O)Nc2cccnc2)cc1 (stereo not given),2.9,i
O=C(CSc1nnnn1-c1cccc2c1CCCC2)N1CCCC1,-5.2,i
COc1ccc(C(=N/O)/C(=N/O)c2ccc(OC)cc2)cc1,-2.2,i
CC1CN(S(=O)(=O)c2cccc(C(=O)Nc3ccc(S(=O)(=O)Nc4ncccn4)cc3)c2)CC(C)O1 (stereo not given),-0.28,nt
COc1ccc(NC2=NCC(=O)N2c2ccccc2F)cc1,-0.65,i
CCCC(c1nnnn1C1CCCCC1)N1CCN(C(=O)c2ccco2)CC1 (stereo not given),0.04,i
COc1ccc2[nH]c3c(c2c1)CCN1C(=O)N([C@@H](C)C(=O)NCc2ccccc2)C(=O)[C@]31C,0.3,i
CC(C)(C)NC(=O)N1CCN(c2nc3ccc(Cl)cc3s2)CC1,1.1,i
Cc1ccc(C(=O)N2CCCC(N3CCN(c4ccccc4C)CC3)C2)c(=O)[nH]1 (stereo not given),1.4,i
CCN1CCN(c2cc(N3CCc4ccccc4C3)c(F)cc2[N+](=O)[O-])CC1,-0.89,i
CCOC(=O)C[C@H]1c2cc(F)ccc2S(=O)(=O)N1C1CCCCC1,-0.92,i
CCc1ccc(Nc2n[n+](-c3ccccc3)c(-c3cc(OC)c(OC)cc3Br)s2)cc1,-1,i
Cc1ccc(CNC(=O)Cn2nnc(C(=O)Nc3cc(C)ccc3C)c2N)cc1,-1.8,i
Cc1cccc(NC(=O)CCCN2C(=O)c3cccc4cccc(c34)C2=O)c1,0,i
CCc1c(C)sc(NC(=O)c2cnn3cccnc23)c1C#N,1.2,i
COc1ccccc1NC(=O)C(=O)NNS(=O)(=O)c1ccc2ccccc2c1,-0.47,i
CN(C)/C=N/C1=C(C#N)C(c2ccc(Br)cc2)c2ccc3ccccc3c2O1 (stereo not given),-0.56,i
CCN(CC)CCCN1C(=O)C(O)=C(C(=O)c2cc3ccccc3o2)C1c1ccccn1 (stereo not given),nt,i
COc1ccc(OC)c(NC2c3ccccc3C(=O)N2c2cccnc2)c1 (stereo not given),-0.72,i
Cc1ccc2oc3c(c(=O)c2c1)C(c1cccc(Cl)c1)N(CCCN1CCOCC1)C3=O (stereo not given),-0.05,i
Cc1nc(CN2CCC(c3ccccc3)CC2)cc(=O)[nH]1,0.81,i
Cc1ccc(C(c2nnnn2C(C)(C)C)N2CCC(C)CC2)cc1 (stereo not given),-0.88,i
O=C(Nc1ccccc1)N1CCCC(c2nc(-c3cccs3)no2)C1 (stereo not given),-2,i
CCn1c2ccccc2c2cc(NC(=O)c3cccc(OC)c3)ccc21,-0.96,i
Cc1ccc(NC(=Nc2ccc(Br)cc2)N2CCOCC2)cc1C,-3.8,i
CC12Cc3ccc4ccccc4c3C=C1C[N+](C)(C)C2 (stereo not given),-1.6,i
O=c1oc2ccccc2c(NC(c2ccccc2)c2ccccc2)c1[N+](=O)[O-],-1.2,i
CN(c1ccccc1)S(=O)(=O)c1cccc(NS(=O)(=O)c2ccc(/C=C/C(=O)O)cc2)c1,1.6,i
Cc1cccc(-c2nnc(NC(=O)c3ccc(Cl)cc3)o2)c1,-0.24,i
COc1ccccc1S(=O)(=O)Cc1ccc(C(=O)N2CCN(c3ccc(C)cc3)C(C)C2)o1 (stereo not given),-2.2,i
Clc1ccc(OCCSc2nnnn2C2CCCCC2)cc1,1.3,i
CC(=O)Oc1ccc(C2(C)CC(C)(C)Oc3cc(OC(C)=O)ccc32)c(OC(C)=O)c1 (stereo not given),-2,i
O=c1ccc2cc(S(=O)(=O)NCCCc3ccccc3)ccc2[nH]1,0.05,i
Cc1cc(C)n2nc(CC(=O)NCc3ccc(F)cc3)nc2n1,1.1,i
O=S1(=O)Nc2c(ccc3cccnc23)-c2ccccc21,0.21,i
O=C(O)CN1CCCCCC1=O,1,i
Cc1ccc(NC(=O)CN(C)C(=O)C(C)OC(=O)CNC(=O)c2ccc(Cl)c([N+](=O)[O-])c2)cc1 (stereo not given),2.7,i
O=C(NCC1CCN(Cc2ccccc2F)CC1)Nc1ccccc1F,2,i
CCOc1ccc(C2C(C(=O)OC)=CN(CCOC)C=C2C(=O)OC)cc1,-1.1,i
CCCC1(C(=O)OCC)NC(c2cc(OC)c(OC)c(OC)c2)C2C(=O)N(CC)C(=O)C21 (stereo not given),1,i
COc1ccc(S(=O)(=O)Cc2ccc(C(=O)N3CCOCC3)o2)cc1,1,i
COC(=O)c1ccc(NC(=O)CSc2nc(=O)n3cccc(C)c3n2)cc1,-0.05,i
CCOc1ncccc1C(=O)N(CC)CC(=O)Nc1ccc(NC(C)=O)cc1,0.49,i
CCN1CCN(C(=S)c2ccc(Cl)c(Cl)c2)CC1,-0.05,i

Next part
smiles,Kir21 inh,CHT block
Cc1ccc(C)c(NC(=O)CCCCCN2C(=O)[C@@H]3Cc4ccccc4CN3C2=O)c1,0.77,i
Cc1ccc(CNS(=O)(=O)c2c(C)n(C)c(=O)n(C)c2=O)cc1,1.4,i
CC(C)C[C@H](NC(=O)N1CC(=O)Nc2ccccc21)C(=O)N[C@@H](C(=O)O)c1ccccc1,0.15,i
COc1ccc(CCNC(=O)[C@H](C)N2C(=O)N3CCc4c([nH]c5ccccc45)[C@@]3(C)C2=O)cc1,0.43,i
O=C(Nc1ccc(OCC(=O)N2CCOCC2)cc1)Nc1cccc2ccccc12,1.3,i
COc1cccc(C(=O)OC2CCCN(C)C2)c1 (stereo not given),-1,i
Cc1ccc(C)c(OCC(=O)N/N=C/c2ccsc2)c1,-0.28,i
NS(=O)(=O)c1ccc(CCNC(=O)CSc2nc3ccccc3c(=O)n2CC2CCCO2)cc1 (stereo not given),-0.03,i
COC(=O)Cn1c(C(O)c2ccccc2)nc2ccccc21 (stereo not given),0.96,i
Cc1nn(Cc2noc(C(=O)NCc3ccccn3)n2)c(C)c1Br,2,i
S=C(NCCCc1ccccc1)NCc1ccccc1,-2.8,i
CC(O)c1cccc(NC(=O)C2CCCCC2)c1 (stereo not given),2.1,i
CN(C(=O)c1ccccc1)c1nc2ccccc2s1,0.32,i
CC1CCN(S(=O)(=O)c2ccc3c(c2)N(CC(=O)NCCCN2CCCCC2C)C(=O)CS3)CC1 (stereo not given),-1.6,-5.5*
CCOC(=O)C1C(c2ccccc2)N(C)OC1(O)C(F)(F)F (stereo not given),-0.86,i
CCOC(=O)c1nc(C)sc1-c1ccnn1S(=O)(=O)c1ccccc1C(F)(F)F,-1.1,i
COc1ccc(OCCCC(=O)OCC(=O)Nc2sccc2C(N)=O)cc1,-2.1,i
O=C(N/C=C/c1ccco1)Nc1cccc(Cl)c1,-1.1,i
CCn1cc(C(=O)N2CCN(c3ccccn3)CC2)c(=O)c2cc(S(=O)(=O)N3CCC(C)CC3)ccc21,1.9,i
Cc1ccc(C(=O)c2c[nH]c3c(F)cc(F)cc3c2=O)cc1,0.73,i
Cc1ccc(OCc2nnc(SCC(=O)N3CCc4ccccc43)n2C)cc1,1.1,i
Cc1cccc(OCC(=O)NCCNC(=O)c2ccncc2)c1,-1.1,i
Cc1cc([N+](=O)[O-])nn1CC(=O)Nc1ccc(Cc2ccncc2)cc1,0.25,i
CCOC(=O)N1CCC(NC(=O)C(NC(=O)C2CCC(C)CC2)C(C)CC)CC1 (stereo not given),1,nt
CCOc1cc(C2C(C(=O)c3ccco3)=C(O)C(=O)N2Cc2ccccc2)ccc1O (stereo not given),-0.51,i
N#Cc1ccccc1NC(=O)CN1C(=O)NC2(CCCC2)C1=O,-0.25,i
O=C(N/N=C/c1ccc(N2CCOCC2)o1)c1ccccc1[N+](=O)[O-],-1,i
Cc1ccc(OCc2ccc(C(=O)O)o2)cc1C,0.03,i
Cc1ccc(N(C(=O)c2csnn2)C(C(=O)NC2CCCCC2)c2ccncc2)c(C)c1 (stereo not given),-0.18,i
CC(C)(C)c1ccc(C(=O)Nc2ccc(O)c3c(=O)cc(-c4ccccc4Cl)oc23)cc1,-0.3,i
CCOc1ccc(NC(=O)C(=O)NCC2CCCN2CC)cc1 (stereo not given),2.2,i
CCOc1ccc(-c2nnc(N)o2)cc1,0.57,i

2 compounds picked at random from the list so far, as already listed:
smiles,Kir21 inh,CHT block
Cc1ccc(N(C(=O)c2csnn2)C(C(=O)NC2CCCCC2)c2ccncc2)c(C)c1 (stereo not given),-0.18,i
O=C(N/N=C/c1ccc(N2CCOCC2)o1)c1ccccc1[N+](=O)[O-],-1,i

An excerpt of these results, with each value named.
CCOc1ccc(-c2nnc(N)o2)cc1
  Kir21 inh = 0.57
  CHT block = i

Cc1ccc(OCc2ccc(C(=O)O)o2)cc1C
  Kir21 inh = 0.03
  CHT block = i

CC(C)(C)c1ccc(C(=O)Nc2ccc(O)c3c(=O)cc(-c4ccccc4Cl)oc23)cc1
  Kir21 inh = -0.3
  CHT block = i

O=C(N/N=C/c1ccc(N2CCOCC2)o1)c1ccccc1[N+](=O)[O-]
  Kir21 inh = -1
  CHT block = i

Further records follow.
smiles,Kir21 inh,CHT block
COc1ccc(O)c(C(=O)c2cnc3c(c2)c(C)nn3CCO)c1,0.12,i
CC1Cc2ccccc2N1C(=O)CSc1nc(-c2ccccc2)cs1 (stereo not given),-1.4,i
CC(=O)N(c1nnc(-c2ccc(C)cc2)s1)C1CCCC1,0.02,i
CCn1c(=O)oc2cc(NC(=O)CCl)ccc21,-1.6,i

From PubChem
